V1aR counter: V1a receptor agonism, counter-screen for OXTR agonists; CHO-V1R cells, Fluo-8 calcium fluorescence, agonist mode; 0% DMSO, 100% 3 nM vasopressin; 320,000 tested, 0.25% active; activation, % at 3 µM;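 active = activation above the mean activation of all tested compounds plus 3 SD, per screening run, cut at about 20% in these data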;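 also: signal is peak over basal fluorescence ratio across a 100 second FLIPR read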
Target sequence (P37288 whole entry, looked up): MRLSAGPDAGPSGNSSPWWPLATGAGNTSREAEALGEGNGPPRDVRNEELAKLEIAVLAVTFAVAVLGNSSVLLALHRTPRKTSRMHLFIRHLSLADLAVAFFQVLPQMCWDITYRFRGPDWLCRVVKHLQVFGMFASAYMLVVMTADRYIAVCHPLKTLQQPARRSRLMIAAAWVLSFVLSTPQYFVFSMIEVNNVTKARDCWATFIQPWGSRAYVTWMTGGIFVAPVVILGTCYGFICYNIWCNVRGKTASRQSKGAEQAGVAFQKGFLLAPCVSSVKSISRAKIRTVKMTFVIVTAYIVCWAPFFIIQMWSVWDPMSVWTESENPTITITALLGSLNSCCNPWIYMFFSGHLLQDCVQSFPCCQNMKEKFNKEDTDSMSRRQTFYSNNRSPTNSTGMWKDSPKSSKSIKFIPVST
TAAR1 agonist: agonists of human TAAR1 | CHO RD-HGA16 TAAR1, Fluo-8 calcium fluorescence; vehicle wells 0%, saturating PEA agonist 100% | 360,000 tested, 0.99% active | Q96RJ0 | activation, % at 3 µM;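 active = activation above the mean activation of all test compounds in the run plus 3 SD, cut at about 38% in these data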
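Test system: RD-HGA16 (CHO) cells co-expressing Gα16 and hTAAR1 | Doses: Single dose, 3 µM | Schedule: 17-24 h seeding, 75 min 37 °C dye, 30 min RT | Evaluation: % activation from peak over basal fluorescence ratio, DMSO-to-PEA scaled | Technique: Kinetic Fluo-8 calcium fluorescence | Benchmarks: Low control DMSO, high control PEA (EC100)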
TAAR1 antag: human TAAR1 antagonism. CHO RD-HGA16 TAAR1, Fluo-8 calcium fluorescence, antagonist. inhibition, % at 3 µM. 360,000 tested, 1.5% active;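 active = inhibition above a per-plate cutoff, the mean inhibition of test compounds on that plate plus 3 SD, cut at about 49% in these data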;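 also: 0% = DMSO plus EC80 beta-PEA response and 100% = DMSO alone without agonist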
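Assay system: RD-HGA16 CHO cells with stable hTAAR1 and Gα16 / Reagent: EC80 β-phenethylamine stimulus / Doses: 3 µM, single point / Timing: dye loading 75 min at 37 °C, then 30 min room temperature / Measured by: Fluo-8 intracellular calcium dye fluorescence, real-time kinetic reads / Controls: vehicle wells and EC80 agonist wells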
OXTR potentiator: potentiates the human oxytocin receptor response; CHO-OTR cells, Fluo-8 calcium fluorescence, potentiator mode; 0% = oxytocin EC15, 100% = EC100; P30559; 320,000 tested, 0.061% active; activation, % at 3 µM;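 active = activation above that plate's cutoff, the mean activation of tested compounds plus 3 SD, cut at about 6.6% in these data, passing the limit was not always enough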;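 also: 100% uses oxytocin at 75 nM as the full agonist control; some results filed as inactive read as strong as hits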
Target sequence (P30559 whole entry, looked up): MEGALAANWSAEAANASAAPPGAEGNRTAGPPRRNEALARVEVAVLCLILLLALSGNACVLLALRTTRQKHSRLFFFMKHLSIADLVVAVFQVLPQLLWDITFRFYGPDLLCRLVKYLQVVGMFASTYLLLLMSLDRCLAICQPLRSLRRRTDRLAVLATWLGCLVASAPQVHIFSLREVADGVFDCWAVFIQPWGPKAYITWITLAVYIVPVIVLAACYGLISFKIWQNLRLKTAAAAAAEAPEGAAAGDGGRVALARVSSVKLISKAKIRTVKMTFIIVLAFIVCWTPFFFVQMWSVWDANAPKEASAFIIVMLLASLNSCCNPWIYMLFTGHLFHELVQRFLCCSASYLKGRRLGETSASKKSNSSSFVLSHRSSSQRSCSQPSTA
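System: human OTR in CHO cells / Also added: sub-maximal oxytocin, roughly EC15 / Control set: EC15 oxytocin low, 75 nM oxytocin high / Schedule: 6 min compound pre-incubation at room temperature, 100 s kinetic read / Compound: single-point 3.0 µM / Replication: singlicate / Technique: Fluo-8 calcium dye fluorescence / Read-out basis: % activation of max/min ratio relative to oxytocin controls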
CHO-K1 Ca ag: counter-screen for M1 agonists: effect in parental CHO-K1 cells. Fluo-8 calcium fluorescence; scaled to maximal ATP response, vehicle zero. activation, % at 3 µM. 360,000 tested, 0.48% active; in the data active = activation above about 15%;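 also: untransfected CHO-K1 host cells lacking M1 receptor as counterscreen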
CHO parental Ca: counter-screen for OX1R antagonists: effect in parental CHO cells | inhibition, % at 5.6 µM | parental CHO-K1, ATP-induced calcium, Fluo-8 fluorescence | 330,000 tested, 0.63% active;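 active = inhibition above that plate's mean sample inhibition plus 3 SD, cut at about 26% in these data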;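 also: 0% = ATP-challenged DMSO wells and 100% = DMSO wells without ATP; some compounds past the cut are filed as inactive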
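Test system: untransfected parental CHO cell line. Compound: one dose, 5.6 µM nominal. Detection: intracellular calcium via Fluo-8 no-wash fluorescent dye. Measure: % inhibition. Benchmarks: ATP-challenged DMSO wells low, unchallenged DMSO wells high.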
M1 ag: agonists of human M1 muscarinic receptor | 360,000 tested, 0.33% active | AID 588814 | CHO-K1 hM1, Fluo-8 calcium fluorescence, agonist mode; 0% DMSO, 100% acetylcholine EC100 | activation, % at 3 µM | P11229;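 active = activation above the run's mean compound activation plus 3 SD, cut at about 16% in these data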;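 also: peak over basal fluorescence ratio within a 140 s kinetic read after compound addition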
CHO-K1 Ca antag: nonselective inhibitor or artifact in parental CHO-K1 cells. ATP-induced calcium, Fluo-8 fluorescence. inhibition, % at 3 µM. 360,000 tested, 0.6% active. AID 602250;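 active = inhibition above a per-plate cutoff, the plate's mean sample inhibition plus 3 SD, cut at about 24% in these data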;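 also: 0% = DMSO plus EC80 ATP and 100% = DMSO alone without ATP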
M1 PAM parental: M1 PAM counterscreen hit in parental CHO-K1 cells | ATP EC20, Fluo-8 calcium fluorescence; 0% at ATP EC20, 100% at ATP max | activation, % at 3 µM | 360,000 tested, 0.02% active | AID 602247;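 active = activation above the run cutoff, the mean activation of all test compounds plus 3 SD, cut at about 40% in these data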;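 also: peak over basal fluorescence ratio in a 140 s read after ATP addition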
* hit, by the source's call; . = no result given. No enrichment for hits; any-hit rate near 3.3%.

SMILES	V1aR counter	TAAR1 agonist	TAAR1 antag	OXTR potentiator	CHO-K1 Ca ag	CHO parental Ca	M1 ag	CHO-K1 Ca antag	M1 PAM parental
CCOc1ccc(C2Oc3nc(SC)nnc3-c3ccccc3N2C(C)=O)cc1OC (stereo unspecified)	1.7	1	-26	-4	0.9	-5	-1	-9	23
CC(=O)c1ccc(-c2nnc(CCC(=O)N(C)Cc3cnc4ccccn34)o2)s1	0.2	5	16	-13	0.5	4	-6	-12	17
Cc1ccc(-c2nc(S(=O)(=O)c3ccc(F)cc3)c(SCC(=O)NCC3CCCO3)o2)cc1 (stereo unspecified)	0.4	8	-9	-13	1.1	-22	-3	1	14
O=C(CN1C(=O)NC2(CCCC2)C1=O)OCc1ccc(Br)cc1	0.5	-3	2	-6	0.4	5	-4	16	-22
COC(=O)C1CCN(C(=O)COC(=O)Cc2c[nH]c3ccccc23)CC1	1.7	0	-2	-4	-0.3	-10	0	15	-8
O=S(=O)(c1ccc(-c2ccon2)s1)N1CCOCC1	-0.9	4	-15	2	0.5	-4	-6	-10	17
CCOc1ccc(S(=O)(=O)NCCC(=O)NCCOc2ccccc2)cc1	-0.1	-1	-25	-4	-0.2	-19	-2	-3	-7
COC(=O)c1ccc(CSc2nc3ccc(S(N)(=O)=O)cc3[nH]2)cc1	-0.2	13	-20	-11	1.1	-3	-8	-15	4
COc1ccc(OC)c(C(c2nnnn2Cc2ccccc2)N2CCN(C)CC2)c1 (stereo unspecified)	-0.2	3	10	-17	4.4	-15	-5	8	6
CCCCC(=O)N=c1sc2c(OC)ccc(OC)c2n1C	0.4	4	-34	7	0.3	-10	0	-3	14
O=C1S/C(=C/c2ccccc2F)C(=O)N1CCN=C1NS(=O)(=O)c2ccccc21	6.8	15	13	-8	9.0	-9	-2	7	3
CC(=O)NS(=O)(=O)c1ccc(N=c2ssc3c2-c2cc(C)c(C)cc2NC3(C)C)cc1	-0.2	5	8	6	0.8	-8	-12	3	-6
Cc1cc(NC(=O)CSc2nnc(-c3ccccc3)o2)no1	0.5	3	-7	-2	-0.2	-4	-1	-15	18
O=C(NCCc1ccccc1)C1Cc2c(-c3ccc(Cl)cc3)ccnc2O1 (stereo unspecified)	.	1	-15	.	0.4	.	2	-7	-2
COc1cccc(/C=N/NC(=O)CN(CCc2ccccc2)S(=O)(=O)c2ccc(NC(C)=O)cc2)c1	0.6	14	18	-14	-0.2	-28	-2	4	-4
CCn1ccc(C(=O)NC2CCCC2)n1	2.0	2	-28	-4	1.4	-1	-2	-1	1
CSCCC(NC(=O)c1ccco1)C(=O)NCCc1ccc(F)cc1 (stereo unspecified)	0.0	3	4	-5	-0.2	-8	-1	2	1
CN1CC[C@]23c4ccccc4N[C@H]1[C@]21CCN(C)[C@H]3Nc2ccccc21	-0.8	1	-10	0	0.2	6	-1	-5	15
CNc1snc(C)c1C(=O)OCC(=O)NCc1ccccc1OC	4.3	3	3	-5	0.3	-20	2	-4	-10
Cc1nc2ccccc2c(=O)n1/N=C/c1ccc2ccccc2c1O	2.8	.	.	-5	-0.3	-21	-4	17	-18
CCCCOC(=O)C1C2C=C[C@]3(CN(C(C)c4ccc(OC)cc4)C(=O)[C@H]13)O2 (stereo partly specified)	0.0	7	-1	-5	-0.1	-6	-2	-4	5
COC(=O)N(C)C[C@H]1OCc2cnnn2CCCC(=O)N([C@@H](C)CO)C[C@H]1C	.	2	-4	.	0.7	.	-4	-12	28
COc1ccc(Nc2nc(N)nc(CSc3nc(C)cc(C)n3)n2)cc1	-0.6	7	-7	-5	-0.3	2	1	9	-19
OCCNc1nc(Nc2ccccc2)nc(Nc2ccccc2)n1	-0.1	13	-13	-15	2.9	-23	-2	-6	14
CC(=O)N1CCN(C(=O)c2ccc(Cl)c(S(=O)(=O)N3CC(C)OC(C)C3)c2)CC1 (stereo unspecified)	0.6	2	-6	2	0.3	0	4	4	0
N/C(=N\S(=O)(=O)c1cc(C(F)(F)F)cc(C(F)(F)F)c1)c1ccncc1	4.2	1	6	3	0.6	-3	-2	3	0
Cc1cc(C)n2ncc(C(=O)Nc3cccc(O)c3)c2n1	0.4	0	0	-10	0.1	-5	-5	-10	-4
Cc1ccc(C(C(=O)NC(C)(C)C)N(C(=O)c2csnn2)c2ccccc2F)o1 (stereo unspecified)	-0.4	-1	18	-12	-0.4	-26	-5	6	-2
Cc1ccc(F)cc1C(=O)N1CCCCC1c1cc(C(=O)Nc2ccccc2)no1 (stereo unspecified)	.	1	-1	.	1.4	.	-7	-10	0
COc1cccc(NC(=O)c2ccc(-n3cnnn3)cc2)c1	0.3	-1	4	-8	2.6	16	-6	-12	11
O=C(Nc1ccc(C(F)(F)F)cc1)C1=NN(C2CCS(=O)(=O)C2)C(=O)CC1 (stereo unspecified)	2.9	5	-1	-10	2.3	-1	0	7	15
CC1CCCCC1NC(=O)CCCCCn1c(=S)[nH]c2ccsc2c1=O (stereo unspecified)	0.6	1	-28	-2	1.6	-22	-2	-21	19
c1ccc(COc2cccc(-c3cc4nc(NCCc5ccncc5)ccn4n3)c2)cc1	.	12	71*	.	2.0	.	0	11	-7
COc1ccc(NC(=O)[C@H](C)NC(=O)C2CCN(S(=O)(=O)c3ccc(C)cc3)CC2)cc1	-1.0	0	-37	-8	0.2	-32	-5	-24	27
Nc1[nH]c(=O)[nH]c(=O)c1N=Cc1ccccc1	.	.	.	.	-0.1	.	8	-4	-11
Cc1nc(CCNC(=O)C2CCC(=O)N(Cc3ccc(Cl)cc3)C2)sc1C (stereo unspecified)	.	1	-31	.	0.0	.	-1	-17	-3
O=C(NCc1cccs1)C(Cc1ccccc1)NS(=O)(=O)c1cccs1 (stereo unspecified)	0.1	12	16	-9	2.4	-5	-5	13	0
COc1ccc(-c2ccc(SC)nn2)cc1	-0.5	-2	-12	-9	0.2	-8	-5	-10	-10
COc1ccc(CN2C(=O)CCC2(C)c2nnnn2-c2ccc3c(c2)OCCO3)cc1OC (stereo unspecified)	.	1	-3	.	0.4	.	.	10	-5
O=C(CSc1nnc(-c2cccnc2)n1CCN1CCCCC1)Nc1cccc(Cl)c1	0.1	2	10	-4	-0.1	-17	-3	-1	3
CC(=O)c1cccc(S(=O)(=O)N(C)C2CCN(C)CC2)c1	0.5	0	-7	2	1.6	-11	-6	-16	12
O=C(c1ccc2c(=O)n(CCc3ccccc3)c(=O)[nH]c2c1)N1CCN(c2ccc(F)cc2)CC1	3.9	9	58*	-11	1.8	-4	0	-4	6
CCOc1cccc(/C=N/N2CCN(c3ccc(Cl)cc3)CC2)c1O	-1.1	-1	-9	-3	3.1	-9	-6	11	5
O=c1cc(-c2ccccc2)[nH]n1-c1nc2ccccc2[nH]1	0.0	1	-4	-2	-0.2	-6	3	-4	14
COc1ccc(C2CC(c3c(-c4ccccc4)c4cc(Cl)ccc4[nH]c3=O)=NN2S(C)(=O)=O)cc1OC (stereo unspecified)	0.2	7	23	-28	0.7	-29	-4	-11	15
Cc1ccc(NC(=O)CNC(=O)c2cccs2)c(O)c1	0.7	6	-27	4	0.2	0	0	7	-7
CCOc1ccc(NC(=S)NCc2ccc3[nH]c(C)cc3c2)cc1	-0.1	15	11	-12	-0.4	-13	-12	-7	-6
Cc1ccc(NC(=O)c2ccc(OCc3c(C)noc3C)cc2)nc1	3.5	4	-8	-9	1.8	-9	-5	-5	1
Nc1nc(SCC(=O)Nc2ccc([N+](=O)[O-])cc2Br)n[nH]1	0.4	0	10	-17	2.6	13	-5	-10	22
Cc1cc(N2CCN(c3ncccn3)CC2)nc2c(C)cccc12	-0.3	1	4	-6	0.1	-10	-3	-1	1
CCn1c(SCC(=O)Nc2ccc(C(C)=O)cc2)nc2ccccc21	-0.9	3	16	-3	1.0	-19	-5	8	-1
CCOC(=O)C(=CNNc1ccsc1C(=O)OC)C(=O)OCC	-0.5	5	-68	3	-0.4	-14	1	-14	-15
COc1ccc(C(=O)Cn2c(=N)n(C)c3ccccc32)cc1	-0.5	2	-30	1	0.3	-41	-6	0	-14
O=C(O)C1CCN(Cc2cccnc2)CC1	2.5	0	12	-9	-0.2	-9	-6	18	-14
Oc1c(Br)cc(/C=N/n2c(-c3ccccc3)n[nH]c2=S)c(O)c1Br	.	.	.	.	0.0	.	2	0	-13
Cc1ccc(S(=O)(=O)N/N=C\c2ccc(C)o2)cc1	1.0	1	-3	0	1.6	-1	-2	-25	22
CC(NC(=O)c1ccc2nc[nH]c2c1)c1ccccc1 (stereo unspecified)	0.9	0	-2	-9	0.4	-6	-5	-9	18
O=C(NCC(=O)N(c1ccc(F)cc1)C(C(=O)NC1CCCC1)c1cccnc1)c1cccs1 (stereo unspecified)	0.2	12	13	1	0.1	-10	-5	-7	19
Cc1ccc(NC(=O)CCC(=O)N/N=C/c2ccc([N+](=O)[O-])o2)cc1C	-0.3	3	-33	-5	-0.1	-13	-3	-14	7
COc1cccc(-n2c(C)nn(CCOc3ccccc3)c2=O)c1	-1.0	3	-31	-20	0.4	-11	-5	1	-7

The final 4 entries of the part above come first, to join the parts:
SMILES	V1aR counter	TAAR1 agonist	TAAR1 antag	OXTR potentiator	CHO-K1 Ca ag	CHO parental Ca	M1 ag	CHO-K1 Ca antag	M1 PAM parental
CC(NC(=O)c1ccc2nc[nH]c2c1)c1ccccc1 (stereo unspecified)	0.9	0	-2	-9	0.4	-6	-5	-9	18
O=C(NCC(=O)N(c1ccc(F)cc1)C(C(=O)NC1CCCC1)c1cccnc1)c1cccs1 (stereo unspecified)	0.2	12	13	1	0.1	-10	-5	-7	19
Cc1ccc(NC(=O)CCC(=O)N/N=C/c2ccc([N+](=O)[O-])o2)cc1C	-0.3	3	-33	-5	-0.1	-13	-3	-14	7
COc1cccc(-n2c(C)nn(CCOc3ccccc3)c2=O)c1	-1.0	3	-31	-20	0.4	-11	-5	1	-7
COc1ccc(NC(=O)Nc2nnc(-c3ccco3)s2)cc1	-0.7	1	-20	0	4.1	1	-1	-11	21
O=C(O)c1ccc(CS(=O)c2cccc(C(F)(F)F)c2)o1 (stereo unspecified)	0.2	7	1	-3	0.4	1	0	-9	16
CC(C)CC1(C)NC(=O)N(CC(=O)Nc2ccc(F)c(F)c2F)C1=O (stereo unspecified)	0.9	1	-10	1	-0.5	-20	0	0	-13
Cc1cc(C)nc(NC(N)=NCCc2c[nH]c3ccccc23)n1	-0.6	7	-9	-9	-0.5	-8	-7	-14	5

Bioassay records (PubChem)
